Compound activity (PubChem BioAssay)
SENP8 block = blocks human SENP8 cleavage of Nedd8 substrate | Q96LD8 | recombinant SENP8, Nedd8 substrate fluorescence | inhibition, % at 20 µM | actives 0.64% (n = 360,000) | AID 602440; in the data active = inhibition mostly above about 40%, no sharp cut-off; inactive = mostly below about 27%
Target sequence (Q96LD8 whole entry, looked up): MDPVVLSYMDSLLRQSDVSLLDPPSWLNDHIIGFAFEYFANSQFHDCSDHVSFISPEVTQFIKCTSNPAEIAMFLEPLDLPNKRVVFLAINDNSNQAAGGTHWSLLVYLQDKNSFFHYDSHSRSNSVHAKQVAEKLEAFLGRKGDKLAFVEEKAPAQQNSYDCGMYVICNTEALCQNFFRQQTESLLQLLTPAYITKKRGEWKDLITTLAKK
PfGluPho inh = PfG6PD (Plasmodium falciparum) enzyme inhibition. actives 0.78% (n = 350,000). inhibition, % at 20 µM. PfGluPho enzyme, NADPH resazurin-diaphorase fluorescence;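 active = inhibition reaching at least a set limit at 20 µM in the primary screen, cut at about 59% in these data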;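 note: 0% = DMSO wells with substrate and 100% = DMSO wells lacking glucose-6-phosphate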
SENP6 inh = blocks the human protease SENP6; Q9GZR1; Recombinant SENP6 catalytic domain, aminoluciferin luminescence; inhibition, % at 10 µM; actives 1.8% (n = 330,000); AID 2599;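 active = inhibition above about 50% at the single tested dose, limit read from the data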;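 note: plate controls were DMSO wells with enzyme for no effect and DMSO wells lacking enzyme for full effect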
ATG4B inhibitor = blocks human ATG4B protease cleavage of LC3 substrate; Q9Y4P1; ATG4B cleavage of LC3-PLA2, NBD-HPC fluorescence, 1 h; inhibition, % at 8.33 µM; AID 504462; actives 0.51% (n = 340,000); in the data active = inhibition above about 40%
Target sequence (Q9Y4P1 whole entry, looked up): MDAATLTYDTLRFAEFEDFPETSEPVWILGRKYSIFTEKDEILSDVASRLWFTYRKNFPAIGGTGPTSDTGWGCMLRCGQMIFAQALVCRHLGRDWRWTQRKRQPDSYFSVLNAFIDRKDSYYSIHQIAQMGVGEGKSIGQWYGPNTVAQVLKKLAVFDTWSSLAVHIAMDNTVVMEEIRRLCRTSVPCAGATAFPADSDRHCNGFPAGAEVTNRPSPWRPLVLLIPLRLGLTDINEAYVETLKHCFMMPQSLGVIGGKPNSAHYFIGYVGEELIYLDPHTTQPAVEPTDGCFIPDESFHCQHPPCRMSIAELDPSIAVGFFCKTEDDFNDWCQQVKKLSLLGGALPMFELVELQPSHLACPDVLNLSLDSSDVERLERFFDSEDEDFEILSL
HKDC1 inhibitor = HKDC1 (human) hexokinase inhibition | actives 0.16% (n = 340,000) | inhibition, % at 20 µM | recombinant HKDC1, G6PDH/diaphorase resazurin coupled fluorescence;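 active = inhibition above about 35% when tested at 20 µM, limit read from the data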;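 note: plate controls were DMSO wells with enzyme for no effect and DMSO wells lacking enzyme for full effect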
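Assay system – recombinant HKDC1 (HK5) hexokinase enzyme, produced in-house · Input – HKDC1 at 5 µg/mL · Reagent – glucose plus 1 mM ATP as hexokinase substrates · Timing – 90 min reaction incubation at room temperature, dark · Measured by – G6PDH/diaphorase-coupled fluorescence, 1 mM NADP, 100 µM resazurin, 525/613 nm · Benchmarks – DMSO-enzyme wells negative, buffer-substituted wells positive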
MPTP block = inhibitors of mitochondrial permeability transition pore. isolated mouse mitochondria, Ca2+ swelling absorbance, 30 min. actives 1.4% (n = 360,000). inhibition, % at 10 µM;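 active = inhibition of 50% or more, scaled per plate between neutral and stimulator controls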;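 note: 0% = DMSO wells given calcium and 100% = 1 mM EGTA wells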
SENP7 inh = SENP7 protease inhibition; Q9BQF6; recombinant SENP7, Z-RLRGG-aminoluciferin luminescence, 40 min; inhibition, % at 5 µM; actives 1.5% (n = 330,000); AID 434973;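 active = inhibition above about 50% at the single test dose, limit read from the data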;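 note: plate controls were DMSO with enzyme for no effect and no enzyme buffer wells for full effect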
Target sequence (Q9BQF6 706-1050 limits assumed): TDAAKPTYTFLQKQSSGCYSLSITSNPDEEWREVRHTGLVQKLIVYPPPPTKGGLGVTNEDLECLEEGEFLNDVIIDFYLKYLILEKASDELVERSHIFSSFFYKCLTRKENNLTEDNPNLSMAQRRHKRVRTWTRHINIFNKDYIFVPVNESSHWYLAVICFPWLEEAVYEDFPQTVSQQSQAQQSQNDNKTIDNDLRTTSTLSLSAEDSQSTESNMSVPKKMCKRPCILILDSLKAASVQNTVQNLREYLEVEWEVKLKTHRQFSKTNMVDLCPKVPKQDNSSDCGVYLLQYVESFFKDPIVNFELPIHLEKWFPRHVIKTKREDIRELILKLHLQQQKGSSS
NR3A LBD binder = NR3A (human) ligand-binding domain modulation. actives 2.5% (n = 340,000). NR3A LBD differential scanning fluorimetry, Tm shift; 0% = protein alone, 100% = glycine-bound protein. Tm shift relative to glycine control, % at 25 µM;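 active = melting temperature shift of at least 10% of the positive control shift, at one fixed dose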
* marks the source's active call; other numbers are inactive results; . = not tested or not shown; & = joins results of further samples.

SMILES	SENP8 block	PfGluPho inh	SENP6 inh	ATG4B inhibitor	HKDC1 inhibitor	MPTP block	SENP7 inh	NR3A LBD binder
COc1cc(NC(=O)NCCN2CCN(c3ccccc3)CC2)cc(OC)c1OC	19	-10	-15	2	-1	-0.2	2	-3
COc1cc(-c2noc(C3CCCN(S(=O)(=O)c4cccc(Cl)c4)C3)n2)cc(OC)c1OC (centres undefined)	6	12	-6	-11	-8	-1.4	2	0
COc1ccc(NC(=O)c2cc(S(=O)(=O)Nc3ccc(OC)cc3)cs2)cc1	27	-20	-9	-1	2	16	-2	3
O=C(CSCc1c(Cl)cccc1Cl)Nc1ccc2c(c1)OCO2	24	17	-10	9	6	-2.0	9	-10
CCOc1ccc(CC2c3cc(OCC)c(OCC)cc3CCN2C(=O)c2cc(OC)c(OC)c(OC)c2)cc1OCC (centres undefined)	3	4	8	-10	1	-1.1	0	-1
O=C(c1ccc(Cl)cc1)C1CCCN(Cc2cccn2-c2ccccn2)C1 (centres undefined)	8	-5	-6	-9	-6	19	-2	-1
CCN(CC)C(=O)Cn1cc(C(=O)C(=O)NCc2cccnc2)c2ccccc21	16	2	0	-2	-4	-1.8	1	3
O=C(O)CSCC(=O)Nc1ccc(S(=O)(=O)N2CCCCC2)cc1	12	-23	-20	-4	6	-1.7	3	1
Cc1ccc(/C=N/n2c(COc3ccccc3)n[nH]c2=S)o1	9	12	-17	-5	-4	-1.7	3	2
CCOC(=O)c1c(S(=O)(=O)NCC(=O)NCc2ccccc2Cl)c(C)n(C)c1C	8	-9	-5	12	-2	-1.4	-16	0
Cc1ccccc1Nc1nc2ccccc2s1	10	26	0	7	14	-0.4	72*	5
CCC(=O)c1cn(CC(=O)Nc2ccc(C)cc2C)c2ccccc12	9	15	-15	-6	-9	0.2	5	-1

SMILES	SENP8 block	PfGluPho inh	SENP6 inh	ATG4B inhibitor	HKDC1 inhibitor	MPTP block	SENP7 inh	NR3A LBD binder
Cc1onc(-c2ccccc2)c1C(=O)c1c[nH]c(C(=O)NCCCN2CCOCC2)c1	-58	-11	-12	-7	-4	0.2	-1	1
O=C(Cn1cnc2c(nnn2-c2cccc(Cl)c2)c1=O)N1CCOCC1	15	-27	-8	-4	-2	-0.7	9	-1
O=C(NCCCN1CCCC1)C1CCC(=O)N1C1CCCCC1 (centres undefined)	16	-5	7	-4	0	-0.5	11	-1
CC(Sc1nc2ccccc2s1)C(=O)c1c(N)n(C)c(=O)n(C)c1=O (centres undefined)	7	8	-25	-4	-8	1.1	-4	-1
Cn1c(SCC(=O)N2CCCCCC2)nc2c(c1=O)SCC2	13	-4	3	-6	-12	0.1	-3	2
CCOc1cc(N2CCOCC2)c(OCC)cc1NC(=O)COC(=O)c1cc(C)cc(C)c1	15	23	8	-4	-9	1.3	3	-4
Cc1cc(C)c2cc(CN(CCO)Cc3nnnn3Cc3ccc(F)cc3)c(=O)[nH]c2c1	-116	10	.	-17	0	2.2	.	2
O=C(Nc1ccnn1C1CCN(C(=O)c2ccccc2C(F)(F)F)CC1)C1CC1	4	-1	-10	5	3	1.4	1	-2
CCOc1ccc(NC(=O)COc2ccc(OC)cc2)cc1	15	-5	-16	0	5	0.1	-6	-25
CC1CN(C(=O)N[C@@H](Cc2ccccc2)C(=O)O)CC(C)O1 (some centres undefined)	28	-10	-1	2	-1	-4.1	2	1
CCC(=O)Nc1nnc(S(=O)(=O)N(CC)c2cc(C)cc(C)c2)s1	6	-2	26	10	-6	1.8	-1	-3
CN(C)c1ccc(NC(=O)COC(=O)c2cc(=O)c3ccccc3o2)cc1	21	13	-3	-11	-4	6.5	-2	1

SMILES	SENP8 block	PfGluPho inh	SENP6 inh	ATG4B inhibitor	HKDC1 inhibitor	MPTP block	SENP7 inh	NR3A LBD binder
COc1ccc(-c2cc(-c3ccccc3)nc(Cl)n2)cc1OC	-323	-3	-2	2	-2	1.8	-10	-10
c1ccc(CSc2nnc([C@@H]3CCCN3)o2)cc1	5	-4	-14	-2	-6	1.0	-1	1
CC(CCNC(=O)c1ccccc1)(CCNC(=O)c1ccccc1)[N+](=O)[O-]	4	0	.	4	-2	-0.2	.	0
CN(C)c1ccc(N2C(=NC(=O)CCc3ccccc3)SC3CS(=O)(=O)CC32)cc1 (centres undefined)	10	4	-20	2	-2	1.0	-15	-1
O=C(O)CC/C(=N/NC(=O)CNC(=O)Cc1ccccc1)c1ccccc1	30	-18	14	11	1	1.9	12	-1
CCc1cc(C(=O)Nc2cc(S(=O)(=O)N3CCOCC3)ccc2N2CCN(CC)CC2)sc1C	-8	3	.	-14	1	0.1	.	4
CCC(C)(C)C1CCc2[nH]nc(C(=O)N/N=C(\C)c3ccco3)c2C1 (centres undefined)	26	12	58*	2	-4	8.0	39	-3
COc1ccc(/C=C/C(=O)NCC(=O)N/N=C(\C)Cc2ccccc2)cc1	-6	-12	-3	4	0	1.0	3	-2
Cn1cc(S(=O)(=O)N2CCN(c3ccccc3)CC2)c(=O)n(C)c1=O	6	-11	2	-12	-2	0.0	-3	-1
Cc1cc(C(=O)NCCN2C(=O)S/C(=C\c3cccs3)C2=O)ccc1[N+](=O)[O-]	3	-2	-6	10	3	14	2	-4
FC(c1nc2ccccc2[nH]1)C(F)(F)F (centres undefined)	16	-5	-18	4	-6	0.2	-2	0
NCCCCCc1nnc(SCC(=O)Nc2cccc(Cl)c2)o1	12	-12	-2	0	-6	0.1	-7	0

SMILES	SENP8 block	PfGluPho inh	SENP6 inh	ATG4B inhibitor	HKDC1 inhibitor	MPTP block	SENP7 inh	NR3A LBD binder
Cc1ccc2c(c1)C(c1ccc(O)cc1)(c1ccc(O)cc1)C(=O)N2C	10	-16	0	-1	9	-0.5	-5	6
CCCc1nc2ccccc2n1CCOC	-37	6	-1	-11	1	0.4	8	4
CCOC(=O)c1cc([N+](=O)[O-])sc1NC(=O)c1ccc(S(=O)(=O)N2CC3(C)CC2CC(C)(C)C3)cc1 (centres undefined)	27	-5	-1	6	-12	91*	1	1
O=C(O)c1ccc(NC(=O)c2ccc3c(c2)C(=O)N(CC2CCCO2)C3=O)cc1 (centres undefined)	9	-10	-4	4	-2	-0.1	0	-2
Cc1ccc(NC(=S)N(CCN2CCOCC2)Cc2cc3cc4c(cc3[nH]c2=O)OCO4)cc1	-284	18	5	0	-5	-0.2	-6	-3
O=C(Cc1ccc2c(c1)OCCO2)c1c(O)cc(O)cc1O	14	-30	19	-4	-5	5.5	3	3
Cc1cccc(NC(=O)CCN2CCCC(C)C2)c1 (centres undefined)	11	13	-21	4	-5	0.1	-13	-2
CCOc1ccccc1-c1n[nH]c(=S)o1	-163	1	-20	-7	6	-1.7	-14	0
Cc1[nH]c2ccc(C(=O)NCCN3CCOCC3)cc2c1C	-29	-3	9	5	-3	-1.3	-15	-1
CCN(C[C@H]1N[C@@](CC)(C(=O)OC)[C@H]2C(=O)N(Cc3ccccc3)C(=O)[C@@H]12)C(=O)Nc1ccc(OC)cc1	30	-4	36	0	2	0.8	0	-3
COc1ccc2c(c1OC)C(=O)N(c1ccc(F)cc1)C2	7	2	18	3	-2	0.2	19	-2
CCCc1ccc(NC(C)C(=O)Nc2ccc(S(=O)(=O)N3CCOCC3)cc2)cc1 (centres undefined)	2	19	7	-20	3	-1.3	0	0

Exported with each value named: entries from further up.
> O=C(Cc1ccc2c(c1)OCCO2)c1c(O)cc(O)cc1O
  SENP8 block: 14	PfGluPho inh: -30	SENP6 inh: 19	ATG4B inhibitor: -4	HKDC1 inhibitor: -5	MPTP block: 5.5	SENP7 inh: 3	NR3A LBD binder: 3

> Cc1cccc(NC(=O)CCN2CCCC(C)C2)c1 (centres undefined)
  SENP8 block: 11	PfGluPho inh: 13	SENP6 inh: -21	ATG4B inhibitor: 4	HKDC1 inhibitor: -5	MPTP block: 0.1	SENP7 inh: -13	NR3A LBD binder: -2

> CCOc1ccccc1-c1n[nH]c(=S)o1
  SENP8 block: -163	PfGluPho inh: 1	SENP6 inh: -20	ATG4B inhibitor: -7	HKDC1 inhibitor: 6	MPTP block: -1.7	SENP7 inh: -14	NR3A LBD binder: 0

> Cc1[nH]c2ccc(C(=O)NCCN3CCOCC3)cc2c1C
  SENP8 block: -29	PfGluPho inh: -3	SENP6 inh: 9	ATG4B inhibitor: 5	HKDC1 inhibitor: -3	MPTP block: -1.3	SENP7 inh: -15	NR3A LBD binder: -1

Additional compounds follow.
SMILES	SENP8 block	PfGluPho inh	SENP6 inh	ATG4B inhibitor	HKDC1 inhibitor	MPTP block	SENP7 inh	NR3A LBD binder
COc1ccc(C(=O)c2c3ccccc3[n+]([O-])n2CCCN)cc1	-28&-40	20&20	7	-2&14	-2&7	2.1&-0.6	1	1&0
CCCc1cc(=O)[nH]c(SCc2cccc(C)c2)n1	21	-11	-1	-3	11	2.9	6	2
COc1ccc2c(c1OC)C[N+]1([O-])CCc3cc4c(cc3C1C2)OCO4 (centres undefined)	-10	0	5	-2	-4	-1.0	-3	0
O=C(Nc1cc(-c2nc3ncccc3o2)ccc1Cl)c1ccco1	-110	-1	-16	-9	-1	0.7	8	0
COCCn1c(=N)c(S(=O)(=O)c2ccc(Br)cc2)cc2c(=O)n3ccccc3nc21	-381	-19	9	1	-1	7.0	2	0
O=C(CSc1ncnc2c1oc1ccccc12)c1cccs1	-3	12	7	8	-10	-1.6	0	2
O=C(CSc1nc(O)cc(=O)n1-c1ccc(Cl)c(Cl)c1)Nc1ccc(Cl)cc1Cl	5	-20	7	4	10	1.6	-8	-4
O=C(COC(=O)c1ccc(S(=O)(=O)NCc2ccco2)cc1)NCc1ccccc1	-6	16	-7	-7	-6	-0.4	-13	0
Cc1cc(C(=O)c2ccccc2)nc2ccccc12	19	4	9	6	-1	-2.7	3	-3
O/C=c1\ccc2cccc3nc(C(F)(F)F)nc1c23	46*	10	15	-11	40*	22	3	-3
CC(C)(CN1CCC(Cc2ccccc2)CC1)NS(=O)(=O)c1ccccc1	16	6	-5	-8	-5	4.2	6	-1
Cc1cccc(-n2nnc(C(=O)NC3CCCc4ccccc43)c2N)c1 (centres undefined)	13	41	-14	8	0	-0.9	-3	1
COC(=O)c1c(-c2ccc(OC)c(OC)c2)csc1N	7	21	-17	-2	5	0.5	-7	0

An excerpt taken from the entries so far, as a working copy:
SMILES	SENP8 block	PfGluPho inh	SENP6 inh	ATG4B inhibitor	HKDC1 inhibitor	MPTP block	SENP7 inh	NR3A LBD binder
COc1ccc(C(=O)c2c3ccccc3[n+]([O-])n2CCCN)cc1	-28&-40	20&20	7	-2&14	-2&7	2.1&-0.6	1	1&0
CCCc1cc(=O)[nH]c(SCc2cccc(C)c2)n1	21	-11	-1	-3	11	2.9	6	2
